Assay outcomes from PubChem BioAssay.
CHO-K1 Ca antag = nonselective inhibitor or artifact in parental CHO-K1 cells. 0.6% of 360,000 active. inhibition, % at 3 µM. ATP-induced calcium, Fluo-8 fluorescence;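 active = inhibition above a per-plate cutoff, the plate's mean sample inhibition plus 3 SD, cut at about 24% in these data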;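 also: 0% = DMSO plus EC80 ATP and 100% = DMSO alone without ATP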
M5 antag = human M5 muscarinic receptor antagonists, primary screen, CHO cells, Fluo-8 calcium fluorescence; Muscarinic acetylcholine receptor M5 (Homo sapiens), P08912; AID 624040, 2012; inhibition, % at 3 µM; 0.59% of 360,000 active; CHO-hM5 cells, ACh EC80;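 active = inhibition above a per-plate cutoff, the mean of that plate's test compounds plus 3 SD, cut at about 27% in these data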;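 also: 0% = acetylcholine EC80 with DMSO and 100% = DMSO without agonist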
Target sequence (P08912 whole entry, looked up): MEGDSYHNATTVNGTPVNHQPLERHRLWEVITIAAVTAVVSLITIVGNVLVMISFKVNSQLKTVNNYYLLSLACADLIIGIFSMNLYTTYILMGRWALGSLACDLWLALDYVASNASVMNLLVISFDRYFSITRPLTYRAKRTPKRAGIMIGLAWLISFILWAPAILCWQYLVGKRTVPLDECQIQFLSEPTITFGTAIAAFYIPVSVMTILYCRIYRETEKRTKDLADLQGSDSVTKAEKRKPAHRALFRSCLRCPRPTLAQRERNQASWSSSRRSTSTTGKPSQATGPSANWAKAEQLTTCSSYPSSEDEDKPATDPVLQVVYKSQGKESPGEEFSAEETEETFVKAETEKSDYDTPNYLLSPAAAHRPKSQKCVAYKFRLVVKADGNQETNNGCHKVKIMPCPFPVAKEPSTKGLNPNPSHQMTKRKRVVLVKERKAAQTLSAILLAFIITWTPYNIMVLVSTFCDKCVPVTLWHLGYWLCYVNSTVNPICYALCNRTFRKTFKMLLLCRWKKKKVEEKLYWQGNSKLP
CHO-K1 Ca ag = counter-screen for M1 agonists: effect in parental CHO-K1 cells; Fluo-8 calcium fluorescence; scaled to maximal ATP response, vehicle zero; activation, % at 3 µM; 0.48% of 360,000 active; in the data active = activation above about 15%;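 also: untransfected CHO-K1 host cells lacking M1 receptor as counterscreen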
M1 PAM parental = nonselective calcium activators in parental CHO-K1 cells, primary screen, counter-screen for M1 PAM project, cell-based, Fluo-8 calcium fluorescence, full deck, 1536-well; ATP EC20; 0% at ATP EC20, 100% at ATP max; activation, % at 3 µM; 0.02% of 360,000 active; AID 602247, 2012;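 active = activation above the run cutoff, the mean activation of all test compounds plus 3 SD, cut at about 40% in these data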;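 also: peak over basal fluorescence ratio in a 140 s read after ATP addition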
CHRM4 antagonist = human M4 muscarinic receptor antagonists, primary screen, CHO cells, Fluo-8 calcium fluorescence | Muscarinic acetylcholine receptor M4 (Homo sapiens), P08173 | CHO-hM4 cells, ACh EC80 | inhibition, % at 3 µM | 0.73% of 360,000 active;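 active = inhibition above its plate's cutoff, the mean inhibition of sample wells plus 3 SD, cut at about 27% in these data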;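 also: 0% = acetylcholine EC80 with DMSO and 100% = DMSO without agonist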
Target sequence (P08173 whole entry, looked up): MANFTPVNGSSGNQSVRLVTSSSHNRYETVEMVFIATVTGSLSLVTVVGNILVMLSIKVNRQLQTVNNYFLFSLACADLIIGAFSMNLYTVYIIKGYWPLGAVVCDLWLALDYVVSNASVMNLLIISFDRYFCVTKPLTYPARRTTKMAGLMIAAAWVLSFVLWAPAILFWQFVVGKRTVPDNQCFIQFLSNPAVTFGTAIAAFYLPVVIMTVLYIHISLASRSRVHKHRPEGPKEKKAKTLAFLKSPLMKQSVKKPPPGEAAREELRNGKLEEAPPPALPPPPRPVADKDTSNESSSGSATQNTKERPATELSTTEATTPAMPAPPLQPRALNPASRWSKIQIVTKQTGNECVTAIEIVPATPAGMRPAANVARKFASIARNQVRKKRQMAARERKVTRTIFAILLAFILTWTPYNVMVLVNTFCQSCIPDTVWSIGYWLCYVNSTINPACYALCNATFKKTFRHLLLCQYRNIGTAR
M5 PAM = human M5 muscarinic receptor positive allosteric modulators, primary screen, CHO-K1 cells, Fluo-8 calcium fluorescence; Muscarinic acetylcholine receptor M5 (Homo sapiens), P08912; CHO-K1 hM5, ACh EC20 PAM; 0% = ACh EC20, 100% = ACh EC100; activation, % at 3 µM; 0.3% of 360,000 active;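 active = activation above the run cutoff, the mean activation of all test compounds plus 3 SD, cut at about 18% in these data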
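Probe or stimulus: acetylcholine, EC20 level; Assay system: human M5 receptor in CHO-K1 cells; Schedule: compound preincubation 140 s before EC20 acetylcholine addition; Technique: intracellular calcium via Fluo-8 fluorescence; Dosing: single-point, 3 µM nominal; Read-out basis: percent activation from peak-over-basal fluorescence ratio, scaled EC20-to-EC100 acetylcholine; Repeats: one well per compound, no replicates.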
M4 PAM = human M4 muscarinic receptor positive allosteric modulators, primary screen, CHO-K1 cells, Fluo-8 calcium fluorescence; CHO-K1 hM4/Gqi5, ACh EC20; 0% = ACh EC20, 100% = maximal ACh; 0.4% of 360,000 active; Muscarinic acetylcholine receptor M4 (Homo sapiens), P08173; activation, % at 3 µM;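 active = activation above its plate's cutoff, the mean activation of sample wells plus 3 SD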; also: some results filed as inactive read as strong as hits
M5 ag = human M5 muscarinic receptor agonists, primary screen, CHO-K1 cells, Fluo-8 calcium fluorescence; Muscarinic acetylcholine receptor M5 (Homo sapiens), P08912; CHO-K1 hM5 cells; 0% DMSO wells, 100% maximal acetylcholine response; activation, % at 3 µM; 0.19% of 360,000 active;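 active = activation above the run's mean over test compounds plus 3 SD, cut at about 23% in these data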;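 also: signal is peak over basal fluorescence ratio across the kinetic read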
M4 ag = human M4 muscarinic receptor agonists, primary screen, CHO-K1 cells, Fluo-8 calcium fluorescence; CHO-K1 hM4/Gqi5; vehicle 0%, full acetylcholine response 100%; Muscarinic acetylcholine receptor M4 (Homo sapiens), P08173; activation, % at 3 µM; AID 624127, 2012; 0.14% of 360,000 active;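 active = activation above the run mean over all test wells plus 3 SD, cut at about 32% in these data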;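 also: peak over basal fluorescence ratio per well then scaled between controls; 0% = DMSO wells and 100% = acetylcholine at EC100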
Active calls of the source: *.

cpd	structure	CHO-K1 Ca antag	M5 antag	CHO-K1 Ca ag	M1 PAM parental	CHRM4 antagonist
1	COc1cccc(CCNCc2c(F)cccc2F)c1	12	2	-0.5	7	-6
2	Cc1cccc(-n2c(/C=C/c3ccc([N+](=O)[O-])o3)nc3ccccc3c2=O)c1	-10	-2	2.2	27	-1
3	O=c1[nH]c2ccccc2n1C1CCN(C(c2ccnc3ccccc23)c2nnnn2Cc2ccccc2)CC1 (stereo not drawn)	-7	17	4.8	1	22
4	O=C1C2CCCN2C(c2cccnc2)N1c1nccs1 (stereo not drawn)	-12	4	0.7	22	1
5	CCCCNC(=O)NC(C(N)=O)P(=O)(OCC)OCC (stereo not drawn)	-12	-10	0.8	3	1
6	CCN(CC)c1ccc(CN(C)CCc2ccc(OC)c(OC)c2)cc1	-16	12	1.9	21	9
7	O=C1C=CC(=O)C2C1C1(Cl)C(Cl)=C(Cl)C2(Cl)C1(Cl)Cl (stereo not drawn)	-2	16	5.6	7	-4
8	C=Cc1ccc(Cn2c(C(=O)O)c(C=O)c3ccccc32)cc1	-7	10	-0.2	1	3
9	CCCC(=O)NC(Oc1ccc(Cl)cc1Cl)C(Cl)(Cl)Cl (stereo not drawn)	-11	3	2.9	13	-3
10	Cc1cccc(NC(N)=S)c1	-19	1	0.0	-2	-6
11	CCOP(=S)(OCC)C(O)CCCCCn1c(=O)c(F)cn(C2CCCO2)c1=O (stereo not drawn)	-3	8	0.6	7	3
12	CCCCOc1ccc(CCN)cc1Cl	-5	4	3.8	18	-10

cpd	M5 PAM	M4 PAM	M5 ag	M4 ag
1	0	2	-4	1
2	1	-6	-1	-1
3	-20	-12	10	16
4	10	4	-9	1
5	7	14	-2	0
6	-1	-12	-7	2
7	-6	6	0	3
8	1	-1	-1	0
9	-2	16	0	2
10	-8	9	-3	2
11	-3	-4	-2	0
12	-6	0	-1	22

Arranged by length of the SMILES (highest first): some entries from above
cpd	structure	CHO-K1 Ca antag	M5 antag	CHO-K1 Ca ag	M1 PAM parental	CHRM4 antagonist
2	Cc1cccc(-n2c(/C=C/c3ccc([N+](=O)[O-])o3)nc3ccccc3c2=O)c1	-10	-2	2.2	27	-1
8	C=Cc1ccc(Cn2c(C(=O)O)c(C=O)c3ccccc32)cc1	-7	10	-0.2	1	3
4	O=C1C2CCCN2C(c2cccnc2)N1c1nccs1 (stereo not drawn)	-12	4	0.7	22	1

cpd	M5 PAM	M4 PAM	M5 ag	M4 ag
2	1	-6	-1	-1
8	1	-1	-1	0
4	10	4	-9	1

Next section
cpd	structure	CHO-K1 Ca antag	M5 antag	CHO-K1 Ca ag	M1 PAM parental	CHRM4 antagonist
13	CC(C)n1c(O)c(C=NCc2ccccc2)c(=O)[nH]c1=S	-6	0	0.9	9	2
14	CC(=NCCN1CCCCC1)c1c(O)n(-c2ccc(Cl)cc2)c(=O)[nH]c1=O	-20	-2	0.0	-1	2
15	CC12CCC(=O)C=C1C=CC1C2CCC2(C)C(O)CCC12 (stereo not drawn)	-6	14	0.9	11	8
16	O=C(COc1ccc2ccccc2c1)N1CCN(Cc2ccncc2)CC1	18	0	2.1	9	10
17	COC(=O)C1=C(c2ccc(F)cc2F)C[C@@H]2CC[C@H]1N2C(=O)NC1CCCCC1	-9	5	-0.6	26	-7
18	O=C(Nc1ccccc1)OC1CN=C(N[N+](=O)[O-])NC1 (stereo not drawn)	2	-10	0.6	8	4
19	c1ccc(-c2nnc(C3CC(c4cccnc4)=NO3)o2)cc1 (stereo not drawn)	-3	4	0.0	-6	0
20	COc1ccc(CNCCc2c(C)[nH]c3ccc(OC(F)(F)F)cc23)c(OC)c1	33*	32*	37*	-7	29*
21	COc1ccc(OC(=O)N(C)C[C@@H]2OCc3cnnn3CCCC(=O)N([C@@H](C)CO)C[C@H]2C)cc1	-13	-8	0.5	24	-10
22	O=c1c(C=Nc2cccnc2Cl)c(O)n(CCCCl)c(=O)n1C1CCCCC1	0	4	1.6	20	9
23	Cc1cccc(C)c1-n1nnnc1C(c1cccc2ccccc12)N1CCC2(CC1)C(=O)NCN2c1ccccc1 (stereo not drawn)	18	-1	-0.2	-10	-6
24	C#CCOCOCC#CCN(CC)CC	-16	-2	-0.1	19	4

cpd	M5 PAM	M4 PAM	M5 ag	M4 ag
13	8	-9	1	2
14	-4	13	2	1
15	-5	11	-1	3
16	-5	-3	0	2
17	1	3	-7	0
18	7	15	-6	1
19	5	-3	2	0
20	-21	-12	22	40*
21	8	7	1	1
22	-3	3	0	3
23	4	6	4	1
24	-2	0	-2	0

Going on with the list.
cpd	structure	CHO-K1 Ca antag	M5 antag	CHO-K1 Ca ag	M1 PAM parental	CHRM4 antagonist
25	CC(C)NS(=O)(=O)c1ccc(OCC(=O)N2CCN(Cc3ccccc3)CC2)c(Cl)c1	-4	-6	0.9	-3	9
26	CCOc1ccc2nc(N=Nc3c(O)[nH]c(=S)[nH]c3=O)sc2c1	-1	5	3.8	3	-2
27	O=C(c1ccccc1)C1CCCN(Cc2nc(-c3cnccn3)no2)C1 (stereo not drawn)	-12	8	0.8	21	1
28	Cc1ccc(-n2c(O)c(C=NCCCn3ccnc3)c(=O)[nH]c2=O)cc1	-2	8	12	-2	3
29	COc1ccc(C(=O)N2C[C@H]3C[C@@H](C2)c2cccc(=O)n2C3)cc1OC	9	6	0.2	7	-14
30	O=C(CCCn1c(=O)[nH]c2cc(Cl)ccc2c1=O)N1CCC2(CC1)OCCO2	-1	5	1.9	21	6
31	CCOC(=O)[C@]12Cc3cc4ccccc4cc3[C@H]1N(Cc1ccccc1)C(=O)c1cc(OC)ccc12	-4	2	1.3	-8	8
32	NC(Cc1ccccc1)Cc1ccccc1	-15	12	2.7	-8	-2
33	CCC(=NCCc1ccccc1)c1c(O)[nH]c(=O)[nH]c1=O	-10	17	0.9	11	-2
34	CC(C)N1CC=C(c2c[nH]c3ccccc23)CC1	-6	-1	-0.2	11	-10
35	Nc1ccc2c(c1)Cc1ccccc1-2	8	5	0.0	-5	-7
36	CN1C(=O)C(=Cc2ccc(OCCN(C)c3ccccn3)cc2)C(=O)N(C)C1=O	-29	2	0.7	28	-14

cpd	M5 PAM	M4 PAM	M5 ag	M4 ag
25	-4	-4	0	4
26	0	-1	0	0
27	1	4	-1	2
28	2	-5	-1	0
29	3	14	1	1
30	-1	-5	4	2
31	3	-2	2	0
32	4	5	-2	2
33	-4	-10	-5	0
34	2	2	-5	1
35	-3	13	0	2
36	8	11	-6	1

Continued:
cpd	structure	CHO-K1 Ca antag	M5 antag	CHO-K1 Ca ag	M1 PAM parental	CHRM4 antagonist
37	Fc1cccc(CN2CCN(c3ccc(Cl)cc3)CC2)c1	4	6	-0.1	5	-1
38	COC(=O)C1=C(c2ccc(OCc3ccccc3)cc2)C[C@@H]2CC[C@H]1N2C(=O)NCc1ccccc1	-21	1	0.2	14	-12
39	COC(=O)C1=C(c2cc3ccccc3o2)C[C@@H]2CC[C@H]1N2C(=O)N1CCCCC1	-12	11	-0.1	-1	-4
40	CC(c1ccccc1)n1cncc1C(=O)O (stereo not drawn)	-7	-2	0.2	8	5
41	Cc1ccccc1N1C(=O)NC(=O)/C(=C\c2ccc3c(c2)CCCN3Cc2ccccc2)C1=O	-6	5	0.7	21	-1
42	CCC1(CC)C(=O)NC(=O)N(CCc2ccccn2)C1=O	-13	12	1.2	18	4
43	O=c1[nH]c(=S)n(C2CC2)c(O)c1/C=N/N1CCOCC1	1	-3	3.4	11	0
44	C=CCN1C(=O)/C(=C/c2cccs2)C(=O)NC1=S	8	10	0.5	9	8
45	COc1ccccc1-n1c(-c2ccccc2)nc2ccccc2c1=O	-6	-7	-0.4	2	-10
46	Cc1ccccc1-c1ccc2c(c1)CNCc1cnnn1-2	5	-4	1.9	13	-4
47	COC(=O)C1=C(c2ccc(Cl)c(C(F)(F)F)c2)C[C@@H]2CC[C@H]1N2C(=O)NCCOc1ccccc1	-23	11	0.9	23	1
48	Cc1onc(-c2c(Cl)cccc2Cl)c1/C(N)=N/OC(=O)N(C)C	-2	10	0.4	4	0

cpd	M5 PAM	M4 PAM	M5 ag	M4 ag
37	2	8	0	0
38	-2	8	-1	2
39	0	6	1	5
40	6	9	2	1
41	-4	1	-8	0
42	-3	0	-2	0
43	1	1	-2	1
44	0	3	0	1
45	-8	-1	0	1
46	1	0	-1	4
47	0	-3	-3	1
48	-2	0	0	1

Part of the list above, reduced to M4 ag.
No.	molecule	M4 ag
39	COC(=O)C1=C(c2cc3ccccc3o2)C[C@@H]2CC[C@H]1N2C(=O)N1CCCCC1	5
40	CC(c1ccccc1)n1cncc1C(=O)O (stereo not drawn)	1
41	Cc1ccccc1N1C(=O)NC(=O)/C(=C\c2ccc3c(c2)CCCN3Cc2ccccc2)C1=O	0

Next section:
cpd	structure	CHO-K1 Ca antag	M5 antag	CHO-K1 Ca ag	M1 PAM parental	CHRM4 antagonist
49	COc1ccc(-c2nc3ccc(Br)cn3c2CC(=O)N2CCCC2)cc1OC	-6	10	0.4	1	7
50	C#C[C@@]1(O)CCC2C3CCC4=C/C(=N/OCC(=O)NC(C(=O)O)C(C)O)CC[C@]4(C)C3CC[C@@]21C (stereo partly drawn)	-6	8	4.5	-1	-3
51	C=CCn1c(O)c(C(C)=Nc2ccc(C(=O)OCC)cc2)c(=O)[nH]c1=O	-3	4	0.0	4	12
52	CCOC(=O)c1cc(CC)sc1/N=C/C1C(=O)NC(=S)NC1=O	0	-13	0.4	-1	-3
53	O=C(CCC(=O)N1C[C@H]2C[C@@H](C1)c1cccc(=O)n1C2)NCc1ccccc1	-3	9	0.1	8	5
54	NC(Cc1ccccc1Cl)c1nn[nH]n1 (stereo not drawn)	-1	6	-0.5	4	-3
55	COc1ccc(Cc2c(O)[nH]c(=S)[nH]c2=O)cc1	-7	20	1.3	20	-1
56	Cc1cccc(NC(=O)N2C[C@H]3C[C@@H](C2)c2cccc(=O)n2C3)c1	13	3	-0.3	1	-11
57	Fc1ccccc1CNC1CN2CCC1CC2 (stereo not drawn)	-7	18	0.3	7	7

cpd	M5 PAM	M4 PAM	M5 ag	M4 ag
49	0	-1	4	2
50	-7	-9	-1	13
51	-3	-8	0	1
52	6	2	3	1
53	-1	3	2	1
54	-6	1	1	0
55	-13	-5	-6	0
56	1	7	4	2
57	-27	-13	-19	0

These rows are one share of the data. The share of hits here may be higher or lower than overall.
